High-throughput results from PubChem.
MITF inh: inhibitors of human MITF | O75030 | AlphaScreen MITF homodimerization, bead proximity signal | inhibition, % at 2.6 µM | hit rate 0.91% among 650,000 | AID 1259374; in the data active means inhibition above about 50%;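 further: 0% = vehicle wells with protein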
Target sequence (O75030 whole entry, looked up): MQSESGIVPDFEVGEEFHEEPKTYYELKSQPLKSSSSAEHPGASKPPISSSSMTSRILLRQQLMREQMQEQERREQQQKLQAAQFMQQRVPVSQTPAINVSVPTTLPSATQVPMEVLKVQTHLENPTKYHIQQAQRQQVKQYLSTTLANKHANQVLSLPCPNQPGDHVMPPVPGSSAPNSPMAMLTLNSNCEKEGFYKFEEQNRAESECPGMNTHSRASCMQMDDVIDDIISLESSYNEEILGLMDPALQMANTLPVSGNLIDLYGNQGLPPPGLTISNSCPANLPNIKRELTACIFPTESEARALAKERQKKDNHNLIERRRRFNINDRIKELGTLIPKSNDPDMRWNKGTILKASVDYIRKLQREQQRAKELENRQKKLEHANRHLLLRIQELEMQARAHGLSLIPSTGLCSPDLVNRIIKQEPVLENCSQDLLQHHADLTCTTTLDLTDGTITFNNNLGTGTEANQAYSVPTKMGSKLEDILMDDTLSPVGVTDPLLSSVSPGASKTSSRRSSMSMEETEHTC
TEAD-YAP block: TEAD-YAP interaction inhibition; inhibition, % at 9.12 µM; AID 1259422; HEK-TIYL cells, TEAD-Gal4/YAP UAS-luciferase luminescence; hit rate 1.4% among 640,000; in the data active means inhibition above about 32%;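 further: 0% = median of test compound wells and 100% = reference inhibitor wells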
GPR151 ag: activators of human GPR151; Q8TDV0; PathHunter beta-arrestin GPR151 cells, luminescence; activation, % at 11.2 µM; hit rate 1% among 650,000; in the data active means activation above about 4.9%;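 further: 0% = median of compound wells and 100% = cells with positive control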
Target sequence (Q8TDV0 whole entry, looked up): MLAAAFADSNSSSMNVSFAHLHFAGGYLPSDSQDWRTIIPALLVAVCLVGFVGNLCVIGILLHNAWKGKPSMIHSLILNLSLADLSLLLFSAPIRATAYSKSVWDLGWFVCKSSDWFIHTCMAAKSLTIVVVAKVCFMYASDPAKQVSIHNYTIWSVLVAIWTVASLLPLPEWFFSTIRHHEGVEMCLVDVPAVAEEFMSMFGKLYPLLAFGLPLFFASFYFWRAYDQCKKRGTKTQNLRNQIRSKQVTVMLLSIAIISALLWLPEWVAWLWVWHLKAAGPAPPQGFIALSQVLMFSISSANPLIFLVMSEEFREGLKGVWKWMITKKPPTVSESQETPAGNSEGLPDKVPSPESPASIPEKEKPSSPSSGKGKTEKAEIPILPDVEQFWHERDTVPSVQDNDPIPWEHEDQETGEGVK
FBW7 act: human FBW7 E3 ligase activation, primary screen; hit rate 0.13% among 650,000; AID 1259310; normalized activity (activation), % at 26.1 µM; AlphaScreen FBW7–phospho-cyclin E peptide binding, activator screen; Q969H0; in the data active means normalized activity above about 1.9%;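 further: purified mutant Fbw7 with reduced substrate affinity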
* hit, by the source's call; x = not tested or not shown.

SMILES	MITF inh	TEAD-YAP block	GPR151 ag	FBW7 act
NC(=O)C1CCN(S(=O)(=O)c2ccc3c(c2)OCC(=O)N3)CC1	5	-2	4.1	0.1
Cc1cc(S(=O)(=O)NCC(C)C)ccc1OCC(=O)NC1CC1	14	15	0.8	0.2
Cc1cc(N2CCOCC2)ccc1/C=C1\C(=O)NC(=S)N(c2ccccc2)C1=O	-15	-14	0.4	-0.2
Cc1ccc(-n2sc3c(c2=S)-c2ccccc2N(C(=O)CN2C(=O)c4ccccc4C2=O)C3(C)C)cc1Cl	12	7	0.9	0.4
O=C(NCc1ccc(F)cc1)c1ccc2c(=O)n(Cc3cccc(Br)c3)c(=S)[nH]c2c1	9	2	-1.4	0.3
CC(CCc1ccccc1)NC(=O)NC1CC(=O)N(c2ccccc2)C1 (stereo not given)	6	7	-0.6	0.1
CCN1C(C)=C(C(=O)OC)C(c2ccc([N+](=O)[O-])cc2)C(C(=O)OC)=C1C	1	-21	1.0	-0.1
CCOc1ncccc1C(=O)OCC(=O)Nc1ccc2[nH]c(=O)[nH]c2c1	13	7	0.8	-0.1
Cc1nc2c3ccccc3n3c(CCCC(=O)NC4CCCCC4)nnc3n2n1	1	3	-0.4	-0.1
COc1cccc2sc(NC(=O)c3ccc(S(=O)(=O)N(C)C)cc3)nc12	-5	12	4.1	-0.1
Cc1ccc2nc(-c3ccc(NC(=O)COC(=O)c4cnccn4)cc3)sc2c1	0	17	-1.5	0.1
CC(C)C(NC(=O)C1CCC(C(C)(C)C)CC1)C(=O)NCc1cccnc1 (stereo not given)	10	-1	3.1	0.0
CCOc1ccc(CC(=O)Nc2nn(C)c3c2C(C)CC(=O)N3)cc1 (stereo not given)	-5	-2	0.3	-0.1
CCc1nc(N2CCCCC2)c2c3c(sc2n1)CCC3	10	0	-0.5	0.3
CCOC(=O)C1=C(C)N=c2s/c(=C/c3ccc(O)cc3)c(=O)n2C1c1cccs1 (stereo not given)	16	14	1.1	0.1
Cc1ccccc1SCC(=O)N/N=C/c1ccc(F)cc1	-7	-4	0.1	0.1
CCOC(=O)C1=C(C)NC(=O)N(C(C)=O)C1c1cccc(Oc2ccccc2)c1 (stereo not given)	-2	-4	-1.8	-0.1
COCCN=c1scc(-c2ccccc2)n1/N=C/c1c[nH]c2ccccc12	23	-16	0.3	-0.2
Cc1cccc(NC(=O)c2ccc(F)c(S(=O)(=O)N3CCC4(CC3)OCCO4)c2)c1	4	-12	-0.6	0.0
CNC(=O)[C@@H]1C[C@H](NCc2ccccc2)CN1Cc1cccc(Cl)c1	0	-4	1.0	-0.1
COCCCn1c(C)cc(C(=O)COC(=O)c2cccc(NS(C)(=O)=O)c2)c1C	-5	-34	-0.9	-0.1
COc1ccc(OC)c(S(=O)(=O)Nc2cc3c(C(C)=O)c(C)oc3c3ccccc23)c1	-6	-3	5.7*	-0.1
COCCNC(=O)CC(NS(=O)(=O)c1ccc(C)cc1)c1ccc(OC)cc1 (stereo not given)	-10	-1	-2.0	0.2
Cc1cccc(C(=O)NNC(=O)c2ccc(Cl)cc2)c1O	-32	-23	-4.3	-0.1
CCOCCOC(=O)C1=C(C)NC(=O)NC1c1cc(OC)ccc1OC (stereo not given)	2	10	-0.3	-0.1
CC(C)OC(=O)c1c(NC(=O)c2cc3nc(-c4cccs4)cc(C(F)(F)F)n3n2)sc2c1CCCC2	7	-11	0.0	0.0
CCOc1ccc(Cn2nnc(C(=O)Nc3cc(C)cc(C)c3)c2N)cc1	0	6	0.2	-0.2
C[C@@H]1CC[C@H]2C(=O)O[C@H](COc3ccc(C(C)(C)C)cc3)CN2[C@H]1c1ccc(Br)cc1	9	x	-0.4	-0.1
CCOC(=O)c1c(NC(=O)CSc2nnc(CNC(=O)c3cccc(F)c3)n2Cc2ccccc2)sc2c1CCCC2	1	-9	-0.1	-0.1
CCC(C)c1ccc(NC(=O)c2ccc(NC(N)=O)cc2)cc1 (stereo not given)	2	-12	3.1	0.0
O=C(Cc1ccc(-c2ccccc2)cc1)Nc1ccc(N2CCCS2(=O)=O)cc1	1	8	-0.2	0.4
COc1cc2c(cc1NC(=O)C/C(C)=N/NC(=O)OC(C)(C)C)oc1ccccc12	15	-55	0.2	-0.1
CCOC(=O)CCc1c(C)nc2cc(-c3ccccc3OC)[nH]n2c1=O	2	4	-0.5	0.0
NC(=O)c1ccc(NC(=O)CSc2nnc(-c3ccc(F)cc3)c3ccccc23)cc1	12	3	1.4	0.1
O=C(NC(=S)Nc1nnc(Cc2ccccc2)s1)c1ccc([N+](=O)[O-])cc1	16	-2	-0.6	0.6
O=C(O)c1ccc(-c2ccc(/C=N/NC(=O)c3ccncc3)o2)cc1	-4	0	0.2	-0.1
CCOC(=O)C1=C(c2ccccc2)NC(=O)NC1c1ccc(O)c(OC)c1 (stereo not given)	4	-2	0.9	-0.1
OCCCc1nc2ccccc2n1CCOc1ccccc1	10	0	0.6	1.3
COc1cc(C2NC(=O)NC(C)=C2C(=O)Nc2ccc(F)c(F)c2)cc(OC)c1OC (stereo not given)	10	-1	0.5	0.0
O=C(NCCCN1CCCC1=O)c1ccccc1OCc1ccc(Cl)cc1Cl	-1	1	0.1	0.5
CCCOC(=O)C1=C(C)NC(=O)NC1c1cccc(Cl)c1Cl (stereo not given)	3	-2	-0.9	-0.1
O=C(CCl)N=c1sccn1Cc1ccccc1Cl	11	39*	-2.3	0.2
CCNC(=S)N1CCC(C(=O)c2ccc(OC)cc2)CC1	17	0	-0.8	0.0
O=C(NC1CCCCCC1)C(=S)NC1CCCC1	-6	-46	0.5	-0.1
CCc1cccc(C)c1NC(=O)c1cc(S(=O)(=O)N2CCN(c3ccccc3)CC2)ccc1F	20	6	-1.1	0.2

Some of the entries so far, as a markdown table:
| molecule | MITF inh | TEAD-YAP block | GPR151 ag | FBW7 act |
| --- | --- | --- | --- | --- |
| CCOC(=O)C1=C(c2ccccc2)NC(=O)NC1c1ccc(O)c(OC)c1 (stereo not given) | 4 | -2 | 0.9 | -0.1 |
| OCCCc1nc2ccccc2n1CCOc1ccccc1 | 10 | 0 | 0.6 | 1.3 |
| COc1cc(C2NC(=O)NC(C)=C2C(=O)Nc2ccc(F)c(F)c2)cc(OC)c1OC (stereo not given) | 10 | -1 | 0.5 | 0.0 |
| O=C(NCCCN1CCCC1=O)c1ccccc1OCc1ccc(Cl)cc1Cl | -1 | 1 | 0.1 | 0.5 |
| CCCOC(=O)C1=C(C)NC(=O)NC1c1cccc(Cl)c1Cl (stereo not given) | 3 | -2 | -0.9 | -0.1 |
| O=C(CCl)N=c1sccn1Cc1ccccc1Cl | 11 | 39* | -2.3 | 0.2 |
| CCNC(=S)N1CCC(C(=O)c2ccc(OC)cc2)CC1 | 17 | 0 | -0.8 | 0.0 |

Following part:
SMILES	MITF inh	TEAD-YAP block	GPR151 ag	FBW7 act
CCCOc1ccc(Cc2c(O)nc(N)[nH]c2=O)cc1C	4	8	-0.3	0.0
CCCCC(=O)Nc1ccc(C(=O)NNC(=O)CCc2ccccc2)cc1	5	7	-0.3	0.1
C=CCS(=O)(=O)Nc1cccc2ccccc12	13	14	0.9	0.8
CC/C(C)=N/NC(=O)COc1ccc(C#N)cc1	10	6	-0.7	0.2
COc1ccc(/C=C/C(=O)O)cc1S(=O)(=O)N1CCC2C=CC=CC21 (stereo not given)	-9	1	0.2	0.1
O=C(CCNc1ccc(Cc2ccncc2)cc1)c1cccs1	19	-4	-1.0	0.0
O=C(O)CCNC(=O)/C(=C/c1ccc(Cl)cc1)NC(=O)c1ccccc1	0	8	1.7	-0.1
CCOC(=O)C(C)OC(=O)c1ccc([N+](=O)[O-])cc1Cl (stereo not given)	4	14	-0.5	-0.1
COc1ccc(-c2nc(Nc3ccc(Oc4ccccc4)cc3)c3ncn(-c4ccccc4)c3n2)cn1	3	8	0.3	0.1
O=C(NC(C(F)(F)F)C(F)(F)F)OC1CCCC1	-6	3	1.7	-0.1
N#C/C(=C(/O)CN1CCC(C(N)=O)CC1)c1nc(-c2ccc(Cl)cc2)cs1	-16	-6	0.4	0.0
CN(c1ccccc1)S(=O)(=O)c1ccc(C(=O)N=c2sc3c4ccccc4ccc3n2C)cc1	4	-2	1.3	0.2
CCOC(=O)c1oc2ccccc2c1NC(=O)c1ccc(S(=O)(=O)N(C)C)cc1	12	-5	0.8	0.2
Fc1cccc2sc(NCCCN3CCOCC3)nc12	8	-45	-0.2	-0.2
Cc1cc(C)c2c(N)c(C(=O)c3ccc(-c4ccc(C(=O)c5sc6nc(C)cc(C)c6c5N)cc4)cc3)sc2n1	-12	2	-1.1	0.0

In the list so far, these have a COOH group:
SMILES	MITF inh	TEAD-YAP block	GPR151 ag	FBW7 act
O=C(O)c1ccc(-c2ccc(/C=N/NC(=O)c3ccncc3)o2)cc1	-4	0	0.2	-0.1
COc1ccc(/C=C/C(=O)O)cc1S(=O)(=O)N1CCC2C=CC=CC21 (stereo not given)	-9	1	0.2	0.1
O=C(O)CCNC(=O)/C(=C/c1ccc(Cl)cc1)NC(=O)c1ccccc1	0	8	1.7	-0.1

More entries:
SMILES	MITF inh	TEAD-YAP block	GPR151 ag	FBW7 act
CN(C)c1ccc(C(O)c2nnc(-c3ccccc3)o2)cc1 (stereo not given)	4	-3	-0.9	0.0
Fc1ccc(-n2nnnc2SCc2ccc(Cl)cc2)cc1Cl	7	4	0.9	0.2
COc1ccc(/C=C/C(=O)NC2CCS(=O)(=O)C2)cc1 (stereo not given)	3	2	1.4	0.2
CCOC(=O)C1=C(c2ccccc2)S/C(=C2/C(=S)C(C)(C)N(C(=O)c3cccc4ccccc34)c3cc(C)ccc32)S1	5	4	0.9	0.1
CC(NC(=O)C(=O)Nc1ccccc1F)c1ccccc1 (stereo not given)	8	-13	-0.3	0.0
CN1CCN(C(=O)c2cnn(-c3ccccc3)c2NC(=O)c2ccc([N+](=O)[O-])cc2)CC1	8	2	-1.3	0.1
OCCn1c(-c2ccc(F)cc2)csc1=Nc1cccc(Cl)c1	34	-9	-1.9	0.2
O=C(Nc1cccc(C(=O)N2CCOCC2)c1)c1cc(C(F)(F)F)cc(C(F)(F)F)c1	-3	9	-0.9	0.2
O=C(O)c1cccc(Cl)n1	7	11	1.6	-0.1
COC(=O)C1=C(C)NC2=C(C(=O)CC(C)(C)C2)C1c1cc2c(cc1[N+](=O)[O-])OCO2 (stereo not given)	7	7	0.2	0.6
c1csc(-c2ccc3cnc(Nc4ccc(-n5cnc(N6CCOCC6)n5)cc4)nc3c2)n1	-4	-10	0.6	-0.3
O=C1OC(c2ccco2)=N/C1=C\c1ccccc1Cl	-1	2	1.2	0.0
Cc1cccc(N(CC(=O)NCCSc2ccc(Cl)cc2)S(=O)(=O)c2ccccc2)c1C	-10	-2	-1.4	0.0
CC1CCN(C(c2ccccc2)c2nnnn2C(C)(C)C)CC1 (stereo not given)	2	-5	-0.1	0.0
Cc1ccc(C2CC(c3cccc(Cl)c3)n3nc(N)nc3N2)cc1 (stereo not given)	8	3	-0.1	-0.1
O=C(CC1C(=O)NCCN1Cc1ccc(Cl)c(F)c1)NC1CCC1 (stereo not given)	-1	1	0.0	0.5
N#Cc1ccc(C(=O)Oc2ccc3ccccc3c2CN2CCOCC2)cc1	-2	9	2.1	-0.1
CCOC(=O)c1oc2ccccc2c1NC(=O)COC(=O)c1ccc2c(c1)OCO2	14	3	-1.8	0.7
COc1ccc(-c2cc(C(=O)Nc3ccc(Cl)c(Cl)c3)c3ccccc3n2)cc1	0	21	-2.0	0.1
CCOc1ccccc1/C=C1\Oc2c(ccc(O)c2CN2CCN(CC)CC2)C1=O	-3	1	0.9	-1.1
COc1cccc(OCCCOc2cccc3ccc(C)nc23)c1	10	9	5.4*	0.0
Cc1[nH]c2ccc(-c3n[nH]c(=S)n3-c3ccc(Br)cc3)cc2c1C	-7	-4	-1.2	-0.1
NS(=O)(=O)c1ccc(CCNC2CC(=O)N(c3cccc(Cl)c3)C2=O)cc1 (stereo not given)	8	-6	-1.1	0.1
COc1ccc(CCNc2cc(N3CCN(S(=O)(=O)Cc4ccccc4)CC3)ccc2[N+](=O)[O-])cc1OC	5	7	4.3	0.1
O=C(Nc1c(C(=O)Nc2ccccc2F)oc2cccnc12)c1ccc(Cl)cc1	1	-10	-0.8	-0.2
Cc1ccc(NCc2cc(Br)ccc2O)nc1	-2	-57	2.7	0.4
CC1=C(C(=O)Nc2ccccc2C)C(c2c(Cl)cccc2Cl)NC(=O)N1 (stereo not given)	-14	-10	1.7	0.1
CC(=O)N1CCN(C(=O)c2ccc(N3CC4CC(C3)c3cccc(=O)n3C4)c(NC(=O)/C=C/c3ccccc3)c2)CC1 (stereo not given)	-6	-13	0.4	-0.1
COc1ccc(/C(C#N)=C/c2cc3c(cc2[N+](=O)[O-])OCO3)cc1OC	-33	13	0.1	0.1
COc1cccc(CN2CCC(C3(Cc4ccccc4)NC(=O)NC3=O)CC2)c1O (stereo not given)	4	-2	0.2	0.2
Cc1ccc2c(c1)CC(C(=O)Nc1ccc(-c3cn[nH]n3)cc1C(=O)N(C)C)CO2 (stereo not given)	17	-9	-0.7	0.9
O=S(=O)(N/N=C/c1cc(Br)cc(Br)c1O)c1ccccc1	-9	-12	-1.2	0.0
COC(=O)C1=CN(C)C=C(C(=O)OC)C1c1ccc(Cl)c([N+](=O)[O-])c1	15	-3	0.8	0.0
CCOc1ccc(N(C(C)C(=O)NC2CC2)S(C)(=O)=O)cc1 (stereo not given)	-1	-7	-0.2	0.0
O=C(CC1(O)C(=O)N(CCc2ccccc2)c2ccccc21)c1cccc([N+](=O)[O-])c1 (stereo not given)	6	3	3.1	0.0
COC(=O)C1=C(C)N(C)C(=O)NC1c1ccccc1Cl (stereo not given)	6	2	-0.5	0.2
